# HT1080NT lethal – kills 2HG-producing HT-1080-NT fibrosarcoma cells; HT-1080-NT fibrosarcoma viability, CellTiter-Glo ATP luminescence, 48 h; Potency, µM (top dose mostly 46.1 µM), for inactives: at the highest dose activity, negative = less viability, usual class: cytotoxic; 360,000 compounds, 1.6% hits; AID 686970;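 further: NT is the 2HG producing partner of a matched IDH1 knockdown line; potency means the concentration at half of the fitted maximal effect; 0% = DMSO-treated cells and -100% = media-only wells without cells; nearly all actives have a fitted effect of over 55% in size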
#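 Toxicity toward the 2HG-producing NT line was scored as %Activity, normalised to DMSO and no-cell wells, from CellTiter-Glo luminescence after 48 hours' treatment.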
# MCF10A rerep – induces DNA re-replication in MCF 10a normal breast cells | MCF 10A DNA re-replication, Hoechst nuclear intensity, 48 h | Potency, µM (series often up to 46.1 µM), for the others: top-dose activity, positive = re-replication, hits mostly activators | 350,000 compounds, 2.9% hits; further: potency means the concentration at half of the fitted maximal effect; % of control where 0% means no effect; nearly all actives have a fitted effect of over 50% in size
# KB-3-1 cytotox – KB-3-1 parental cell cytotoxicity; AID 1347075; 400,000 compounds, 1.4% hits; KB-3-1 viability, CellTiter-Glo ATP luminescence, 72 h; Potency, µM (highest dose often 46.1 µM), without a hit: at the highest dose activity change, negative = cytotoxic, actives largely listed as cytotoxic; further: potency means the concentration at half of the fitted maximal effect; on the % scale 0 is the no-effect control and ±100 the full control effect; nearly all actives have a fitted effect of over 60% in size
#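 Cells are dispensed, compounds pinned in, plates held at 37 °C for 72 h, then CellTiter-Glo is added and luminescence read after 10 minutes. Cell line: parental KB-3-1 in phenol-red-free DMEM, 10% FBS.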
# HT1080 IDH1KD tx – kills HT-1080 cells with IDH1 knockdown. HT-1080 IDH1 knockdown viability, ATP luminescence, 48 h. Potency, µM (highest dose often 46.1 µM), inactives show at the top dose activity, negative = toxicity, actives largely listed as cytotoxic. 360,000 compounds, 2% hits. AID 686971;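 further: potency means the concentration at half of the fitted maximal effect; 0% = DMSO wells and -100% = cell-free medium wells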
#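 Viability of IDH1-knockdown HT-1080 fibrosarcoma cells was assessed by CellTiter-Glo after 48 h at 37 °C with titrated compound; concentration-effect curves were classified by fit quality and response size.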
# IL-1B inflam inh – inhibitors of inflammasome signaling (IL-1 beta secretion) | activity change, % at 57.5 µM | 360,000 compounds, 4.7% hits | THP-1 LPS/ATP IL-1B secretion, AlphaLISA, 16 h; active compounds read low; in the data active means activity change below about -50%; inconclusive means mostly about -30% to -49%; further: on the % scale 0 is the no-effect control and ±100 the full control effect
#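 THP-1 cells pretreated 1 hr with compounds (up to 57.5 uM final), then stimulated with LPS (250 ng/mL final) plus ATP (1.25 mM final); secreted IL-1B measured by AlphaLISA after 16 hr, decreased signal indicating inhibition.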
# KB-V1 MDR tox – KB-V1 MDR subline cytotoxicity | KB-V1 MDR cells viability, CellTiter-Glo, 72 h | Potency, µM (top dose mostly 46.1 µM), without a hit: at the top dose activity change, negative = cytotoxicity, usual class: cytotoxic | 400,000 compounds, 3.4% hits; further: potency means the concentration at half of the fitted maximal effect; on the % scale 0 is the no-effect control and ±100 the full control effect; nearly all actives have a fitted effect of over 60% in size
#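 Cytotoxicity toward P-gp-expressing KB-V1 cells was determined as loss of CellTiter-Glo luminescence after 72 h at 37 degrees C. Compounds were tested in quantitative HTS format across a concentration range, with curves fitted to normalized data.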
# SW480 rereplic – inducers of DNA re-replication in SW480 colon cancer cells | SW480 DNA re-replication, Hoechst DNA content imaging, 48 h | Potency, µM (top dose mostly 46.1 µM), without a hit: top-dose re-replication activation, usual class: activators | 340,000 compounds, 1.8% hits; further: potency means the concentration at half of the fitted maximal effect; % of control where 0% means no effect; nearly all actives have a fitted effect of over 55% in size
#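 250 cells/well; 23 nL cpd via pin tool; 48 hr, 37 C, 5% CO2; Hoechst 40 min; imager read of total nuclear intensity, ex 405/em 500-530 nm.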
# D3 ag – D3 dopamine receptor (human) agonism; P35462; D3R DiscoveRx beta-arrestin cells, luminescence, 90 min; max activation, %; 410,000 compounds, 0.58% hits; AID 652048; in the data active means max activation above about 30%; further: 0% is about no effect; mostly tested at two doses, the higher about 12 µM
# Target sequence (P35462 whole entry, looked up): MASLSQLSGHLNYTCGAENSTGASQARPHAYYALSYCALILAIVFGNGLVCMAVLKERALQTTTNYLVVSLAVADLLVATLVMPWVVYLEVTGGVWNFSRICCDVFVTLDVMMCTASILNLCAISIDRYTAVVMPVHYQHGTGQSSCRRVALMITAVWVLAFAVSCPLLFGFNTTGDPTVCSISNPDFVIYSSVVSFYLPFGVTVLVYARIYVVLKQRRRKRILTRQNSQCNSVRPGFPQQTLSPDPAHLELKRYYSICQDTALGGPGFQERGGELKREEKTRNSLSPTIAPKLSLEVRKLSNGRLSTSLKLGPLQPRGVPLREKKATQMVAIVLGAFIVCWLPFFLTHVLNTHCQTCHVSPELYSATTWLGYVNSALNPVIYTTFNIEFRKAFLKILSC
#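 Agonist mode: compounds and dopamine controls were applied to plated cells for 90 min at 37 degrees C after an overnight attachment at 1500 cells/well. Luminescent read-out followed 30 - 60 minutes at room temperature with DiscoveRx detection reagent.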
# GLP1R cytotox – cytotoxicity in counter-screen for GLP-1R inverse agonists | Potency, µM (highest dose often 38.3 µM), for inactives: at the top dose activity change, negative = inhibition, hits mostly inhibitors | HEK293 cAMP-luciferase reporter cells, luminescence, 24 h | AID 624418 | 410,000 compounds, 0.13% hits;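 further: loss of luciferase light is scored as toxicity; potency means the concentration at half of the fitted maximal effect; on the % scale 0 is the no-effect control and ±100 the full control effect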
#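 Cells in DMEM/10% Nu serum/1% pen-strep, 1536-well format. Pre-incubated 12 h, dosed with 23 nL compound, incubated a further 24 h. Luciferase detection, 12 min at room temp, luminescence.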
# The depositor's hits bear a star; i = inactive; ? = inconclusive; · = not tested or not shown; [ ] = remark or other dose. Unless noted, the call rests on the fitted dose curve; in most records, active means well fitted curve in the direction sought with a large enough effect; inconclusive means small, poorly fitted or top-dose-only effect, or another doubt; inactive means no such curve, though single readings can be large; an effect the other way counts as inactive or inconclusive.
SMILES,HT1080NT lethal,MCF10A rerep,KB-3-1 cytotox,HT1080 IDH1KD tx,IL-1B inflam inh,KB-V1 MDR tox,SW480 rereplic,D3 ag,GLP1R cytotox
CC(C)(C)NC(=O)C(c1ccccn1)N(C(=O)c1csnn1)C1CCCC1 (configuration not stated),11%,-1%,-3%,7%,16,-8%,-3%,0,-1%
CNC(=O)C(=O)NCCc1ccc(Cl)cc1,5%,1%,3%,5%,-11,?,-5%,1,-3%
COc1ccc(-c2ccnc3nc(N4CCOCC4)nn23)cc1,-4%,-1%,24%,-1%,-10,?,-6%,-6,11%
COc1ccc(S(=O)(=O)N(C)C)cc1NC(C)C(=O)Nc1cccc(C#N)c1 (configuration not stated),11%,7%,9%,0%,6,-14%,30%,-4,-6%
O=C(NNC(=O)c1ccccc1OCc1ccc(F)cc1)c1ccccc1O,-13%,-3%,·,?,37,·,3.3µM*,9,-2%
COc1cccc(N2CCN(C(=O)c3ccc(N4C(=O)NC5CC4(C)Oc4ccccc45)cc3)CC2)c1 (configuration not stated),0%,5%,10%,-2%,-20,19%,-10%,1,8%
Cc1ccc(S(=O)(=O)c2nnn(CC(=O)Nc3ccccc3C)c2N)cc1C,·,·,2%,·,·,10%,·,-13,3%
CCOC(=O)C1=C(O)C(Nc2nc3ccccc3s2)(C(F)(F)F)N=C1C (configuration not stated),4%,14%,-12%,5%,11,?,22%,2,-12%
CCn1cc(C(=O)NCCc2ccccc2)c(=O)c2cc(S(=O)(=O)N3CCCC3)ccc21,11%,0%,9%,-18%,-17,-30%,3%,-6,-10%
CCc1ccc(Nc2nnc(SCC(=O)N(C)C3CCS(=O)(=O)C3)s2)cc1 (configuration not stated),-2%,-2%,?,-3%,-16,?,25%,1,-9%
Cc1nc2ccc(NS(=O)(=O)c3ccccc3Cl)cc2s1,-3%,0%,-12%,-12%,17,-5%,-5%,1,-8%
S=C(Nc1ccccn1)c1ccccn1,?,?,?,?,20,?,?,-9,1µM*
O=C(CSc1nc2c(oc3ccccc32)c(=O)n1-c1ccccc1)Nc1ccccc1F,·,·,2%,·,·,-7%,·,1,-17%
O=S(=O)(NCc1ccccc1)c1ccc(Br)c2nsnc12,16%,-2%,7%,5%,-72*,9%,?,1,-4%
CCc1cccc(OCC(=O)Nc2ccc(S(=O)(=O)Nc3ncccn3)cc2)c1,·,·,-6%,·,·,7%,·,1,-5%
C=CCNc1cnn(CC(C)=O)c(=O)c1Br,18%,-1%,7%,19%,0,-18%,0%,4,-14%
O=C(Nc1ncc(Cc2ccccc2)s1)C1COc2ccccc2O1 (configuration not stated),1%,1%,?,-11%,-6,?,22%,0,-3%
CN1CCN(C(=O)c2ccc3c(c2)N(Cc2ccccc2F)C(=O)c2ccccc2S3=O)CC1 (configuration not stated),-4%,-1%,-4%,-5%,-1,-13%,-9%,-18,1%
CC(C)(C)Cc1c(-c2ccc(F)cc2)nc2ccc(Br)cn12,-2%,·,-6%,3%,55,?,·,-2,-28%
c1ccc(CSc2nnc(SCc3ccccn3)s2)nc1,19%,13%,-3%,9%,4,16µM*,4%,1,4%
CC12CCCC(CC(=O)O)(C1)NC(=O)C2 (configuration not stated),-2%,-8%,5%,16%,-15,9%,1%,-14,6%
CC(C)NC(=O)c1csc([C@@H]2O[C@H](CO)[C@H](O)[C@H](O)[C@H]2O)n1,13%,·,5%,7%,13,-7%,·,5,3%
COc1ccc(Nc2nc(N3CCCCC3)nc3ccccc23)c(OC)c1,?,25%,?,?,-62*,-28%,-3%,-4,?
CCCCCOC(=O)C1[C@H]2C(=O)N(Cc3cccs3)C[C@]23C=C[C@H]1O3 (some centres not stated),1%,-3%,0%,-2%,8,3%,-8%,-14,-24%
CCOC(=O)C1CCN(C(c2cccc(F)c2)c2c(O)cc(C)n(Cc3ccco3)c2=O)CC1 (configuration not stated),·,·,8%,·,·,-5%,·,-16,-3%
SMILES,HT1080NT lethal,MCF10A rerep,KB-3-1 cytotox,HT1080 IDH1KD tx,IL-1B inflam inh,KB-V1 MDR tox,SW480 rereplic,D3 ag,GLP1R cytotox
CCOc1ccc(/C=N/NC(=O)c2[nH]ncc2Br)c(O)c1,7.3µM*,?,-20%,5.2µM*,135,?,?,3,10%
COc1ccc(-n2ncc3c(=O)n(Cc4c(F)cccc4Cl)cnc32)cc1,-1%,0%,10%,8%,10,?,-1%,1,4%[0.307 µM]
CCc1nnc(NC(=O)c2ccc(C)o2)s1,18%,11%,4%,26%,0,-2%,4%,-16,1%
O=C(c1ccccc1)c1n[nH]c(-c2ccccc2)cc1=O,26%,1%,3%,15%,17,6%,-6%,0,2%[7.66 µM]
CCc1ccc(C2=NN(C(C)=O)C(c3ccco3)C2)cc1 (configuration not stated),-3%,?,?,-3%,-5,-7%,9%,2,17%
Cc1c(C(=O)Nc2ccc3c(c2)OCO3)sc2ncn(CC(=O)N3CC(C)CC(C)C3)c(=O)c12 (configuration not stated),-1%,8%,0%,12%,-7,13%,11%,17,-11%
CC(=O)c1cn(N2CCCCC2)c(=O)[nH]c1=O,16%,-4%,22%,-3%,-4,19%,-7%,4,2%
C=CCc1c(C)nc(C)nc1N/N=C/c1ccccc1O,6%,19%,-2%,-23%,12,7.3µM*,12µM*,-21,?
O=C(Nc1cccc(NC(=O)c2cccc(F)c2)n1)c1cccc(F)c1,-18%,16%,-5%,0%,0,?,-5%,3,1%
COc1cccc(C2C(C(=O)OC(C)C)=C(C)Nc3ncnn32)c1 (configuration not stated),0%,3%,5%,-1%,20,-9%,-1%,3,13%
CCc1noc(C)c1C(=O)Oc1ccc(N(C)S(=O)(=O)c2ccccc2)cc1,-12%,17%,-4%,0%,?,?,18%,5,-8%
CC(=O)Nc1ccc(NC(=O)COC(=O)/C(=C/c2ccccc2)n2nnnc2C)cc1,?,?,?,?,-76*,7%,18%,2,-38%
CCCCCCCC(=O)NC(Nc1ccc(S(N)(=O)=O)cc1)C(Cl)(Cl)Cl (configuration not stated),?,?,-6%,?,-21,9%,-13%,-2,-16%
COc1ccccc1C(=O)NCCCCNC(=O)c1ccccc1OC,0%,-2%,17%,6%,10,-7%,-12%,4,6%
CN(C)S(=O)(=O)c1ccc(NC(=O)N2CCN(c3ccccc3Cl)CC2)cc1,-20%,11%,-22%,-24%,?,?,-1%,-9,2%
Cc1cc(NC(=O)CN2CC(C)OC(C)C2)n(-c2nc3ccccc3s2)n1 (configuration not stated),0%,11%,5%,1%,27,-29%,-4%,0,-7%
COc1ccc(/C=C/c2nnc(NC(C)=O)s2)cc1,0%,16%,1%,0%,-4,-4%,-28%,7,?
CCCn1nc(NC(=O)C(C)C)c2cc3cc(OC)ccc3nc21,-5%,?,-1%,-4%,12,2%,9.2µM*,-3,132%[activator]
Cn1c(C(C#N)C(=O)c2sc3ccccc3c2Cl)nc2ccccc21 (configuration not stated),?,4%,-24%,?,-21,?,-7%,-2,-15%
COCCCN(C(=S)Nc1cc(Cl)cc(Cl)c1)C(C)c1ccccn1 (configuration not stated),?,?,0%,-12%,0,?,-18%,-15,?
Cc1cc(N2CCN(Cc3ccccc3)CC2)n2nc(C)c(-c3ccccc3)c2n1,19%,-3%,8%,13%,2,?,-11%,-57,12%
Cc1cnc(C(=O)Nc2nc(-c3ccccc3)cs2)cn1,-3%,-4%,-4%,-11%,23,23µM*,-12%,5,-18%
CCc1ccc(NC(=O)CCNS(=O)(=O)c2ccc3c(c2)oc(=O)n3C)cc1,·,·,11%,·,·,10%,·,6,-3%
CCCCCCNCC(=O)N1CCC(Cc2ccccc2)CC1,?,14%,-24%,?,-23,-26%,0%,-16,?
O=C(Nc1ccccc1)C1=C(O)CC(c2ccc(Cl)cc2)N2CCN=C12 (configuration not stated),-2%,12%,0%,-10%,-7,?,1%,-12,11%[1.53 µM]
Cc1cc(C(=O)Nc2cc(C)n(Cc3ccc(Cl)cc3)n2)no1,-2%[9.24 µM],3%,-29%,-15%,0,?,1%,8,6%
CCC(Sc1nc2ccccc2c2nc(CCc3c(C)n[nH]c3C)nn12)C(=O)Nc1ccc(OC)cc1 (configuration not stated),·,·,8%,·,·,0%,·,7,-2%
COc1cccc(N2CC(C(=O)Nc3nnc(SCC(=O)N4CCCC4)s3)CC2=O)c1 (configuration not stated),0%,-2%,15%,10%,i,-2%,-13%,-12,14%

# A draw from above in order of length of the SMILES, falling:
SMILES,HT1080NT lethal,MCF10A rerep,KB-3-1 cytotox,HT1080 IDH1KD tx,IL-1B inflam inh,KB-V1 MDR tox,SW480 rereplic,D3 ag,GLP1R cytotox
Cc1c(C(=O)Nc2ccc3c(c2)OCO3)sc2ncn(CC(=O)N3CC(C)CC(C)C3)c(=O)c12 (configuration not stated),-1%,8%,0%,12%,-7,13%,11%,17,-11%
COCCCN(C(=S)Nc1cc(Cl)cc(Cl)c1)C(C)c1ccccn1 (configuration not stated),?,?,0%,-12%,0,?,-18%,-15,?
CCCCCCNCC(=O)N1CCC(Cc2ccccc2)CC1,?,14%,-24%,?,-23,-26%,0%,-16,?

# Assay outcomes as filed in PubChem BioAssay.
